# Screening data deposited in PubChem by National Center for Advancing Translational Sciences (NCATS).
# KB-3-1 tox: KB-3-1 parental cell cytotoxicity; 400,000 tested, 1.4% active; Potency, µM (series often up to 46.1 µM), for the others: at the highest dose activity change, negative = cytotoxic, most hits filed as cytotoxic; AID 1347075; KB-3-1 viability, CellTiter-Glo ATP luminescence, 72 h; further: potency means the concentration at half of the fitted maximal effect; on the % scale 0 is the no-effect control and ±100 the full control effect; nearly all actives have a fitted effect of over 60% in size
#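 Parental KB-3-1 adenocarcinoma cells in phenol-red-free DMEM with 10% FBS were pin-treated with compounds at several concentrations, incubated 72 h at 37 °C, and viability read by CellTiter-Glo luminescence; concentration-effect curves were fitted after normalization.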
# HepG2 tox: counter-screen for TGF-b inhibitors: cytotoxicity in HepG2 cells | HepG2 CAGA-GFP viability, ATP luminescence, 18 h | Potency, µM (top dose mostly 46.1 µM), without a hit: at the highest dose activity change, negative = cytotoxicity, usual class: cytotoxic | 410,000 tested, 0.76% active | AID 588856; further: potency means the concentration at half of the fitted maximal effect; some results filed as inactive show a strong effect at the top dose
#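 HepG2 CAGA-GFP cells (1000/well, DMEM with 1% FBS) received compound, then TGF-beta at 500 pg/mL final, and were incubated 18 hours at 37 degrees C. Viability was read by CellTiter-Glo luminescence. Media-only wells were set as complete cell-killing and DMSO as no toxicity.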
# ATXN2 expr inh: ATXN2 expression inhibition. HEK-293 ATXN2-luciferase reporter, luminescence, 24 h. Potency, µM (top dose mostly 57 µM), for inactives: at the highest dose activity change, negative = inhibition, most hits filed as inhibitors. 360,000 tested, 0.72% active. AID 1745845; further: potency means the concentration at half of the fitted maximal effect; on the % scale 0 is the no-effect control and ±100 the full control effect; nearly all actives have a fitted effect of over 55% in size
#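 ATXN2-luciferase reporter cells (luciferase flanked by upstream and downstream ATXN2 gene portions) were treated 24 h at 37 °C with compounds at up to 57 uM. SteadyGlo luminescence gave expression; GF-AFC fluorescence gave viability.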
# MCF10A rerep: inducers of DNA re-replication in MCF 10A breast cells | MCF 10A DNA re-replication, Hoechst nuclear intensity, 48 h | Potency, µM (highest dose often 46.1 µM), without a hit: top-dose activity, positive = re-replication, most hits filed as activators | 350,000 tested, 2.9% active; further: potency means the concentration at half of the fitted maximal effect; % of control where 0% means no effect; nearly all actives have a fitted effect of over 50% in size
# IL1B secr inh: blocks inflammasome-driven IL-1 beta release; THP-1 LPS/ATP IL-1B secretion, AlphaLISA, 16 h; hits give low values; 360,000 tested, 4.7% active; activity change, % at 57.5 µM; in the data active means activity change below about -50%; inconclusive means mostly about -30% to -49%; further: on the % scale 0 is the no-effect control and ±100 the full control effect
#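 Secreted IL-1B measured by AlphaLISA bead assay after 16 h compound exposure of THP-1 cells; compounds (final up to 57.5 uM) added 1 h before LPS (250 ng/mL) and ATP (1.25 mM) stimulation; lower signal means less secretion.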
# S2 tox: cell viability loss in ATXN counter-screen; S2 cells (HEK-293 line with an ATXN2-luciferase reporter) viability, CellTiter-Fluor protease fluorescence, 24 h; Potency, µM (series often up to 56.7 µM), actives largely listed as cytotoxic; 400,000 tested, 0.49% active; AID 651635; further: potency means the concentration at half of the fitted maximal effect; nearly all actives have a fitted effect of over 40% in size
# SW480 rereplic: inducers of DNA re-replication in SW480 colon cancer cells. SW480 DNA re-replication, Hoechst DNA content imaging, 48 h. Potency, µM (highest dose often 46.1 µM), without a hit: at the top dose re-replication activation, actives largely listed as activators. 340,000 tested, 1.8% active. AID 624297; further: potency means the concentration at half of the fitted maximal effect; % of control where 0% means no effect; nearly all actives have a fitted effect of over 55% in size
#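 Quantitative HTS format with DMSO vehicle controls; 48 hr drug incubation at 37 C, then 40 min Hoechst staining and scanning imager measurement at 405 nm excitation.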
# HT1080-NT tox: kills 2HG-producing HT-1080-NT fibrosarcoma cells. HT-1080-NT fibrosarcoma viability, CellTiter-Glo ATP luminescence, 48 h. Potency, µM (titrated, usually from 46.1 µM), inactives show at the top dose activity, negative = less viability, most hits filed as cytotoxic. 360,000 tested, 1.6% active. AID 686970;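 further: NT is the 2HG producing partner of a matched IDH1 knockdown line; potency means the concentration at half of the fitted maximal effect; 0% = DMSO-treated cells and -100% = media-only wells without cells; nearly all actives have a fitted effect of over 55% in size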
#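 Fibrosarcoma NT cells, 750 per well in 5% FBS RPMI, were exposed to compound for 48 hours. Viability: CellTiter-Glo luminescence.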
# HT1080 IDH1KD tx: toxicity to HT-1080 IDH1 knockdown cells (counter line). HT-1080 IDH1 knockdown viability, ATP luminescence, 48 h. Potency, µM (doses to about 46.1 µM), for the others: at the top dose activity, negative = toxicity, actives largely listed as cytotoxic. 360,000 tested, 2% active. AID 686971;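 further: potency means the concentration at half of the fitted maximal effect; 0% = DMSO wells and -100% = cell-free medium wells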
#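 Viability of IDH1-knockdown HT-1080 fibrosarcoma cells was assessed by CellTiter-Glo after 48 h at 37 °C with titrated compound; concentration-effect curves were classified by fit quality and response size.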
# Active calls of the source: *; i = inactive; ? = inconclusive; nt = no result given; & = joins results of further samples; [ ] = dose if it differs, or a comment. Unless noted, the call rests on the fitted dose curve; in most records, active means well fitted curve in the direction sought with a large enough effect; inconclusive means small, poorly fitted or top-dose-only effect, or another doubt; inactive means no such curve, though single readings can be large; an effect the other way counts as inactive or inconclusive.
# Values run as follows: KB-3-1 tox	HepG2 tox	ATXN2 expr inh	MCF10A rerep	IL1B secr inh	S2 tox	SW480 rereplic	HT1080-NT tox	HT1080 IDH1KD tx
- Cc1nn(CC(O)c2ccccc2)c(C)c1Br (stereo unspecified)
→ -1%	1%	nt	4%	24	nt	-9%	15%	1%
- CC(C)NC(=S)Nc1ccc2[nH]c(=O)[nH]c2c1
→ 7%	-60%	nt	-3%	-12	i	?	0%	-1%
- COCCN1CCN(C(=O)c2ccc3nc(Cc4ccccc4F)oc3c2)CC1
→ -4%	-17%	10%	-5%	i	i	?	4%	25%
- Fc1ccc(-c2nc3c4ccccc4ccn3c2CC2CCCCC2)cc1
→ 0%	-36%	36%	nt	30	?	nt	6%	1%
- C=CCN(C(=O)CCC(=O)O)C1CC(=O)N(c2ccc(OC)cc2)C1=O (stereo unspecified)
→ 3%	11%	-5%	9%	31	i	-2%	14%	17%
- C[C@H]1CCC[C@]2(O[C@@H](CCO)C[C@@H](O)[C@@H]2O)O1
→ 21%	2%	3%	-3%	5	i	-7%	0%	4%
- CCC(=O)OCc1c(C(F)(F)F)nn(C)c1Sc1ccc(F)cc1
→ -8%	0%	9%	-2%	1	i	-5%	-1%	8%
- CCN(CC)C1Oc2cc3c(cc2C(c2cc(OC)c(OC)c(OC)c2)C1C)OCO3 (stereo unspecified)
→ 1.2µM*	-12%	8%	1.5µM*	11	?	?	1.8µM*	1.5µM*
- COC(CNC(=O)Cc1c(C)nc2c(-c3ccccc3)c(C)nn2c1C)OC
→ 4%	4%	-10%	-3%	-8	i	-13%	12%	13%
- COc1ccc(C(=O)CCC(=O)Nc2ccccc2C)cc1
→ 5%	-6%	7%	nt	nt	i	nt	nt	nt
- Cc1ccc(N/N=C/c2ccc3c(c2)OCCO3)cc1Cl
→ 0%	-5%	144%[activator]	-4%	-5	i	-8%	-9%	-9%
- NC(=O)c1c(NC(=S)Nc2ccccc2)sc2c1CCCC2
→ -10%	0%	29%	6%[9.22 µM]	-21	i	-13%	0%	-4%
- COc1ccccc1NC(=S)Nc1ccccc1F
→ -1%	11%	6%	2%	25	i	-4%	10%	3%
- c1ccc(CCCNc2ncnc3nc[nH]c23)cc1
→ ?	-82%&-20%	11%	-4%	4	i	-12%	9%	-2%
- CCOC(=O)CNC(=O)C1(c2ccccc2)CCCC1
→ -23%	-5%	2%	8%	-8	i	-1%	11%	8%
- Cc1cc(C)c(S(=O)(=O)Nc2cc(SCC(=O)O)c(O)c3ccccc23)cc1C
→ ?	-106%	?	?	-88*	nt	?	-19%	21µM*
- COc1ccccc1N(C)S(=O)(=O)c1ccc(Cl)c(C(=O)Nc2cccc(C)n2)c1
→ -11%	1%	-7%	-9%	-24	i	-96%[inhibitor]	-13%	-11%
- Cc1ccc(N/N=C/c2cccnc2)cc1
→ ?	-1%	50%[activator]	?	-23	?	0%	?	8.2µM*
- CC1=Nc2nc(N3CCCCC3)c(C#N)c3c4c(nc(c23)N1)N(c1ccc(C(C)C)cc1)C(=O)C4
→ 1%	2%	5%	3%	18	i	3%	18%	14%
- Cc1cc(C)c(NC(=O)CNC(=O)c2cc([N+](=O)[O-])ccc2N2CCOCC2)c(C)c1
→ -11%	2%	6%	14%	-14	i	-18%	5%	11%
- CN(C)c1ccc(NC(=O)Nc2ccc3c(c2)nnn3C)cc1
→ -6%	21%	44%[activator]	-5%	-1	i	-3%	25%	4%
- O=C(NCCc1ccc(OC(F)F)cc1)C1CC(=O)N(c2ccc3c(c2)OCCO3)C1 (stereo unspecified)
→ -10%	-2%	-8%	1%	24	i	3%	0%	0%
- Cn1c(=O)oc2cc(S(=O)(=O)CCC(=O)NCCc3ccccc3)ccc21
→ 1%&-2%	-2%&4%	13%&6%	10%	1	i	-1%	17%	6%
- Cc1nn(-c2ccccc2)c2c1N(CC(=O)N1CCN(c3ccc(F)cc3)CC1)C(=O)CS2
→ -17%	-2%	-16%	nt	nt	i	nt	nt	nt
- CSc1nc(SCC(=O)O)c2sc3nc(-c4ccccc4)c4c(c3c2n1)CCC4
→ 0%	-45%	nt	?	-6	i	-1%	-26%	-2%
- NS(=O)(=O)c1ccc(CCNC(=O)c2ccc(Cn3c(=O)[nH]c4ccccc4c3=O)cc2)cc1
→ 2%	-1%	nt	-2%	10	i	-62%[inhibitor]	-4%	-2%
- c1ccc(CCc2nn3c(C4COc5ccccc5O4)nnc3s2)cc1 (stereo unspecified)
→ 1%	0%	54%[activator]	-7%	?	i	1%	-28%	-2%[9.24 µM]
- COc1cc2c(cc1OC)C(c1ccc(F)cc1)N(c1cccc(C#N)c1)C(=O)C2 (stereo unspecified)
→ ?	-1%	0%	nt	nt	i	nt	nt	nt
- CN(C)c1ccc(C(=O)OCC#CCSc2nnc(-c3cccc4ccccc34)o2)cc1
→ -25%	3%	-7%	-4%	nt	i	-4%[9.22 µM]	nt	nt
- CCOC(=O)c1ccc(-n2c(=O)[nH]c3ccccc3c2=O)cc1
→ 5%	4%	9%	-3%	-60*	?	-2%	20%	11%
- Cc1ccc(S(=O)(=O)N2CCOCC2)cc1NCC(=O)Nc1ccc(OC(F)(F)F)cc1
→ 19%	0%	-1%	10%	22	?	-1%	16%	6%
- COc1ccccc1N(CC(=O)Nc1cccc(C(F)(F)F)c1)S(C)(=O)=O
→ 11%	10%	4%	1%	-5	i	4%	4%	-15%
- Cc1cccc(NC(=O)c2ccc(S(=O)(=O)N3CCCCC3)cc2)n1
→ -25%	-2%	2%	-2%	-25	i	-6%	-6%	0%
- CCN(CC)S(=O)(=O)c1ccc2nc(SC)sc2c1
→ 0%	-16%	1%	17%	21	i	21%	0%	-17%
- O=C(NCc1ccccn1)C1CCN(Cc2cccc(OCc3ccccc3)c2)CC1
→ -9%	-41%	-10%	-8%	8	i	-695%	2%	2%
- O=C(CSc1ncn[nH]1)NCCOc1ccccc1
→ 5%	13%	0%	5%	3	i	-4%[9.22 µM]	19%	13%
- COC(=O)c1ccc[n+](CC(=O)c2ccc(Br)cc2)c1
→ ?	7%	13%	16%	20	i	-3%	5%	1%
- CCOC(=O)C1C(c2ccc3c(c2)OCO3)NC(=O)NC1(O)C(F)(F)F (stereo unspecified)
→ -1%	1%	4%	?	0	i	?	15%	22%
- COCCN(C(=O)COC(=O)/C=C/c1cccs1)c1c(N)n(Cc2ccccc2)c(=O)[nH]c1=O
→ 0%	-12%	-5%	-2%	-14	i	0%	9%	11%
- COc1ccc(C)cc1NC(=O)COC(=O)c1c(-c2ccccc2)noc1C
→ -22%	-13%	nt	nt	?	i	nt	-3%	-8%
- CC(=O)NC1(C(F)(F)F)C(=O)Nc2c1c(=O)[nH]c(=O)n2CCc1ccccc1 (stereo unspecified)
→ 1%	1%	nt	-2%	7	i	?	-4%	1%
- COc1ccccc1C(=O)Nc1cccc2nc(C)ccc12
→ -1%	28%	8%	-1%	-10	i	-8%	?	?
- Cc1ccc(N2CC(C(=O)Nc3ccc4c(c3)OCCO4)CC2=O)cc1C (stereo unspecified)
→ 5%	17%	7%	7%	47	i	-4%	8%	-4%
- CCS(=O)(=O)c1ccc(N=Nc2ccc(O)c3ncccc23)c(OC)c1
→ 15µM*	-1%	?	?	111	nt	4.6µM*	1.5µM*	5.2µM*
- CCN(CC(=O)Nc1ccc([N+](=O)[O-])cc1OC)CC(=O)NC(C)(C)C
→ -1%	-19%	-21%	?	17	i	-1%	-9%	0%
- COc1ccc(CCN2C(=O)CSC2c2ccc(F)cc2)cc1 (stereo unspecified)
→ 10%	-4%	-17%	6%	11	i	-9%	-4%	1%
- CC(=O)c1cccc(NS(=O)(=O)c2csc(C(N)=O)c2)c1
→ -4%	3%	nt	-1%	8	i	-10%	-2%	?
- COc1ccc(-c2nnc(SCc3nnc(-c4ccc(Cl)cc4)o3)n2-c2ccccc2)cc1
→ ?	-8%	5%	?	-28	?	?	-12%	-23%
- O=C(COc1c(F)c(F)cc(F)c1F)NNC(=O)CC1CCS(=O)(=O)C1 (stereo unspecified)
→ -22%	7%	5%	0%	17	i	-5%	6%	12%
- CCCCNC(=O)C1(C)CCCCN1C(=O)c1cc(OC)ccc1Br (stereo unspecified)
→ 0%	-6%	-2%	nt	-96*	i	nt	9%	?
- COCCCNC(=O)Cn1ccc(NC(=O)OCc2ccccc2)nc1=O
→ 19%	3%	0%	-33%[inhibitor]	29	i	0%	5%	11%
- COc1cc2c(cc1NC(=O)C(C)Sc1ccc(NC(C)=O)cc1)oc1ccccc12 (stereo unspecified)
→ ?	-4%	-13%	?	?	i	17%	?	?
- COc1ccc(CCNC(=O)c2ccc(Cn3c(=O)[nH]c4cc(OC)c(OC)cc4c3=O)cc2)cc1OC
→ 29%	-6%	-12%	nt	nt	i	nt	nt	nt
- COc1cc(/C=N/N(C)C)ccc1OC(=O)c1cccs1
→ ?	4%	-14%	-4%	2	i	-4%	9%	-3%
- CN(C)S(=O)(=O)n1cnc([C@@H]2[C@H]3C(=O)OC[C@@H]3C[C@@]23N=CN(Cc2ccccc2)C3=O)c1
→ 10%	-2%	0%	4%	11	i	-11%	12%	14%
- O=C(OCC(=O)N1CCN(c2ccccc2)CC1)c1ncc(Cl)c(Cl)c1Cl
→ 6%	-9%	4%	-29%	-17	i	-41%	17%	20%
- C/C(=N\Nc1nccnc1Cl)c1ccc(Br)cc1
→ 0%	-24%	nt	-7%	-16	?	0%	-4%	3%
